Lipid storage S3: qHTS Assay for Lipid Storage Modulators in Drosophila S3 Cells; Drosophila S3 cells, BODIPY lipid droplet fluorescence, 18-24 h; cells fed with added oleic acid; lipid storage change, negative = inhibition, % at the top dose, mostly 46.1 µM; hits show Potency in µM; hit rate 0.64% among 320,000; active = well fitted inhibition curve with a large enough effect in the signal ratio, with a control signal flat, not every such curve was filed as active; inconclusive = small, poorly fitted or top-dose-only effect, or effect the other way, or a change in a side signal; the % refers to the signal ratio
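Drosophila S3 cells got compounds at several concentrations plus oleic acid (400 uM solution). Laser-scanning cytometry with 488 nm excitation read lipid droplets at 500-530 nm and cells at 575-640 nm. Percent activity was relative to 20 uM Triacsin C.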
Lipid storage S3 cell count max: further read-out of Lipid storage S3, marked with its call; cell number change, %; measured here: cell count max response;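 cells counted by Cell Tracker Red CMTPX staining in the red channel; peak over a dose series mostly up to 46.1 µM; percent activity relative to internal control wells on each plate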
The depositor's hits bear a star; i = inactive; ? = inconclusive; · = not tested or not shown; [ ] = dose if it differs, or a comment. % is set by controls: 0 for no effect and ±100 for the full control effect; potency is the fitted concentration of half-maximal effect. Some of the compounds tested; rates above refer to the full screens.

Screens in order – Lipid storage S3	Lipid storage S3 cell count max
1: O=C(OCN1C(=O)c2ccccc2C1=O)C1CCCCC1
→ i	·
2: Cc1cccc(C(=O)Nc2cccc(-c3cnc4ccccc4n3)c2)c1
→ ?	·
3: CCCN1C(=O)/C(=C2\SC(=S)N(c3c(C)n(C)n(-c4ccccc4)c3=O)C2=O)c2ccccc21
→ ?	·
4: C=CCOc1ccc(C2C3=C(CCCC3=O)N(CC(=O)O)C3=C2C(=O)CCC3)cc1OCC
→ ?	·
5: COc1ccc(C2C(C(C)=O)=C(O)C(=O)N2Cc2cccnc2)cc1 (stereo unspecified)
→ 5.2%	18.8
6: CC(C)CN(C(=O)COc1ccc(-c2nnco2)cc1)C1CCS(=O)(=O)C1 (stereo unspecified)
→ ?	·
7: CCn1nc2cc(C(=O)NCCc3cccs3)ccc2c1OC
→ ?	·
8: O=C1c2cccc3c([N+](=O)[O-])ccc(c23)C(=O)N1c1ccccn1
→ ?	·
9: CC1Cc2nc(SCC(=O)NCc3ccco3)n(Cc3ccccc3)c(=O)c2S1 (stereo unspecified)
→ ?	·
10: O=C(c1ccc(Cl)cc1)n1c(NCc2ccccc2)n[nH]c1=S
→ ?	·

Overlap with the part before: two compounds; new compounds follow.
Screens in order – Lipid storage S3	Lipid storage S3 cell count max
9: CC1Cc2nc(SCC(=O)NCc3ccco3)n(Cc3ccccc3)c(=O)c2S1 (stereo unspecified)
→ ?	·
10: O=C(c1ccc(Cl)cc1)n1c(NCc2ccccc2)n[nH]c1=S
→ ?	·
11: O=C(CN1CCOCC1)OCCCC1CCCCC1
→ 15.4%	-16.3
12: O=C(NCc1ccc2c(c1)OCO2)C1Cc2ccccc2CN1C(=O)c1ccco1 (stereo unspecified)
→ ?	·
13: CCOC(=O)c1c(NC(=O)COC(=O)c2ccc(NC(=O)CC#N)cc2)sc(C(=O)NC)c1C
→ ?	·
14: CCOC(=O)c1c(C)n(C)c2ccc(OC)c(NC(=O)CN3CCCCC3)c12
→ -16.5%	-18.2
15: Cn1c(SCC(=O)Nc2nccs2)nnc1-c1ccncc1
→ i	·
16: Cc1ccc2oc(=O)c(/C=C(\O)C(C)(C)C)nc2c1
→ i	55.9
17: Cc1cc2nc(/N=C(\N)NC(=O)C(C)C)nc(C)c2cc1C
→ 6.8%	19.7
18: CC(=O)N1CCN(S(=O)(=O)c2c(C)n(C)c(=O)n(C)c2=O)CC1
→ -16.5%	5.2
19: Cc1ccc2nc(-c3ccccc3)oc(=O)c2c1
→ 1.0%	-4.0
20: O=C(Nc1ccncc1)c1cc2ccccc2cc1O
→ ?	·
21: CCO[C@@H]1OC(C(=O)NCc2ccccc2)=C[C@H](c2ccc(Br)cc2)[C@H]1CCCO
→ ?	·
22: Cn1c(=NC(=O)CS(=O)(=O)c2ccc(F)cc2)sc2ccccc21
→ i	-7.6
23: O=C(NCc1ccc2c(c1)OCO2)c1n[nH]c(=O)c2ccccc12
→ 0.6%	12.3
24: O=C(CSc1nc2ccccc2s1)N1CCOCC1
→ ?	·
25: Cc1nc2ccccc2n1/C(=N/S(=O)(=O)c1ccc(Br)cc1)c1ccccc1
→ i	·
26: CCOC(=O)c1nc(N)c(=O)n(-c2ccccc2)n1
→ ?	·
27: Cc1ccccc1C(=O)OC1CCCN(C)C1 (stereo unspecified)
→ ?	·
28: O=C(NNS(=O)(=O)c1ccccc1)c1cnn(-c2ccc(Cl)cc2)c1C(F)(F)F
→ -0.5%	-0.8
29: Cn1c(=O)oc2cc(S(=O)(=O)Nc3ccc(Cl)cc3)ccc21
→ ?	·
30: CC(=O)N1N=C(c2ccc(C)c([N+](=O)[O-])c2)OC1(C)C
→ 10.3%	-1.6
31: O=C(CCNS(=O)(=O)c1ccc(Br)s1)NCc1ccccc1Cl
→ ?	·
32: Cc1ccc(-c2ccc(CCC(=O)O)n2CC2CCCO2)cc1 (stereo unspecified)
→ ?	·
33: Cc1ccc(CNC(=O)C2CCCN(C(=O)N(C)C)C2)cc1 (stereo unspecified)
→ ?	·
34: COc1ccc(C[C@H]2CN3C(=NC[C@H]3Cc3ccccc3)N2CCNC(=O)c2ccc(C)c(Br)c2)cc1
→ ?	·
35: COc1cccc2cc(CC(=O)c3ccccc3)c(=O)oc12
→ ?	·
36: Fc1ccc(C2Nc3cccc4cccc(c34)N2)cc1
→ -6.8%	2.7
37: Oc1ccc(CN2CCCc3ccccc32)c2cccnc12
→ ?	·
38: CS(=O)(=O)N1CCCC(C(=O)NCCCN2CCC(Cc3ccccc3)CC2)C1 (stereo unspecified)
→ i	·
39: CCOc1cc(-c2nc(C)c(C(C)=O)n2O)ccc1OCC(=O)Nc1ccccc1
→ ?	·
40: O=C(Cn1c(C(F)(F)F)nc2ccccc21)c1ccc(Br)cc1
→ -11.5%	-0.4
41: Cc1ccc(C(=O)NNc2cc(N3CCCC3)nc(N3CCCC3)n2)cc1
→ -17.8%	6.6
42: CCc1nn2c(=O)cc(CSCC(=O)Nc3ccccc3Cl)nc2s1
→ ?	·
43: CCOc1ccc(Nc2c3c(nc4ncnn24)CC(C)CC3)cc1 (stereo unspecified)
→ ?	·
44: Cc1cccc(C)c1OCc1cc(C(=O)N2CCN(Cc3nccn3C)CC2)no1
→ ?	·
45: O=C(Nc1cccc(Cl)c1N1CCOCC1)c1ccco1
→ ?	·
46: COCc1cc(=O)[nH]c(-c2ccccc2)n1
→ ?	·
47: c1ccc(-c2nc(N3CCCCC3)nc3ccccc23)cc1
→ 0.0%	-3.3
48: COc1cccc(/C=N\NC(=O)C2C(=O)NCC2c2ccccc2)c1O (stereo unspecified)
→ ?	·
49: Cn1c(=O)c2c(nc(N3CCOCC3)n2CCSc2ncccn2)n(C)c1=O
→ i	12.9
50: Cc1ccccc1C(=O)NC(=S)Nc1ccc(S(=O)(=O)N2CCN(C)CC2)cc1
→ ?	·
51: Cc1c(C(=O)NCC2CCCO2)oc2ccccc12 (stereo unspecified)
→ ?	·
52: O=C1c2oc3ccccc3c(=O)c2C(c2cccc(O)c2)N1c1ccccn1 (stereo unspecified)
→ ?	·
53: O=S(=O)(Cc1ccccc1)N1CCN(Cc2ccc(Br)cc2)CC1
→ ?	·
54: COc1ccccc1/C=C1\SC(=S)N(CCC(=O)NC2=NCCS2)C1=O
→ ?	·
55: CCCC(=O)N=C1SC2CS(=O)(=O)CC2N1c1ccc(-c2nc3ccc(C)cc3s2)cc1 (stereo unspecified)
→ ?	·
56: CCN(CC)c1ccc(NC(=O)c2ccc3c(c2)OCO3)cc1
→ ?	·
57: CCOC(=O)N1CCN(C(=O)Nc2ccc(Cl)cc2)CC1
→ ?	·
58: O=C(CN1CCN(S(=O)(=O)c2ccc(Cl)s2)CC1)NCc1ccc(Cl)cc1
→ ?	·
59: CC(C)CN(C(=O)COc1ccc(C(C)(C)C)cc1)C1CCS(=O)(=O)C1 (stereo unspecified)
→ 7.7%	2.0
60: CCN(Cc1ccncc1)C(=O)c1ccccc1NS(=O)(=O)c1ccc(Br)cc1
→ ?	·

(further entries)
Screens in order – Lipid storage S3	Lipid storage S3 cell count max
61: CCNC(=O)CN1C(=O)NC2(CCCCCC2)C1=O
→ ?	·
62: COc1cc(NC(=O)c2ccccc2C)c(OC)cc1NC(=O)CN1CCOCC1
→ -10.4%	16.8
63: Cc1cccc(N2C(=O)CN(Cc3sccc3C)C2=S)c1
→ -16.8%	3.7
64: O=C(CCN1CCOCC1)NNC(=S)NC(=O)c1ccccc1
→ -3.4%	-9.1
65: N#Cc1c(NC(=O)c2cccnc2)sc2c1CCC2
→ ?	·
66: NC(=O)Nc1ccc(Cl)cc1
→ -7.8%	-0.2
67: COCCn1c(SCC(=O)Nc2ccccc2OC)nc2c(oc3ccccc32)c1=O
→ 25.4%[9.22 µM]	11.1
68: O=c1c2c(ncn2C2CCCC2)n(Cc2ccccc2)c(=O)n1CCOc1ccccc1
→ -9.1%	-21.7
69: CCOc1ncccc1C(=O)OCc1cn2cc(Cl)ccc2n1
→ ?	·
70: O=C(CSc1nnc2ccccn12)N1CCc2ccccc21
→ ?	·
71: CCOc1cc(-c2c(C#N)c(N)nc3c2CCCC3C)ccc1O (stereo unspecified)
→ ?	·
72: CC1C(=O)C(C)C(c2ccc(Br)cc2)NC1c1ccc(Br)cc1 (stereo unspecified)
→ -14.1%	-0.2
73: CC(C)C[C@@H](NC(=O)[C@H]1CCCN1C(=O)Cc1ccccc1)C(N)=O
→ ?	·
74: COc1cc(NC(=O)c2cccs2)c(C(=O)OCC(=O)NC(=O)NC(C)(C)C)cc1OC
→ ?	·
75: Cc1nc2cccc(C(=O)NC3CCCCC3)c2o1
→ ?	·
76: FC(F)(F)c1cccc(OCc2nnc3n2CCC3)c1
→ ?	·
77: CCCCSCc1ccc(C(=O)O)o1
→ 6.4%	-1.8
78: CCn1cc(C(=O)NCc2cccs2)c(=O)c2ccc(C)nc21
→ ?	·
79: O=C(CSc1nc2ccccc2s1)N1c2ccccc2Sc2ccccc21
→ -19.3%	-7.5
80: O=C(Cc1ccccc1)NNC1CC(=O)N(c2ccc(Br)cc2)C1=O (stereo unspecified)
→ ?	·

From entry 71 to 75, copied from above:
Screens in order – Lipid storage S3	Lipid storage S3 cell count max
71: CCOc1cc(-c2c(C#N)c(N)nc3c2CCCC3C)ccc1O (stereo unspecified)
→ ?	·
72: CC1C(=O)C(C)C(c2ccc(Br)cc2)NC1c1ccc(Br)cc1 (stereo unspecified)
→ -14.1%	-0.2
73: CC(C)C[C@@H](NC(=O)[C@H]1CCCN1C(=O)Cc1ccccc1)C(N)=O
→ ?	·
74: COc1cc(NC(=O)c2cccs2)c(C(=O)OCC(=O)NC(=O)NC(C)(C)C)cc1OC
→ ?	·
75: Cc1nc2cccc(C(=O)NC3CCCCC3)c2o1
→ ?	·

Additional entries follow.
Screens in order – Lipid storage S3	Lipid storage S3 cell count max
81: Cc1c(Cl)cccc1NC(=O)c1cccc(OC(F)F)c1
→ i	·
82: COc1ccc(-c2cn3cccnc3n2)cc1NC(=O)CC(C)C
→ ?	·
83: COc1ccc(CN2CCN(S(=O)(=O)c3ccc(NC(C)=O)cc3)CC2)cc1
→ -14.3%	-10.6
84: Cc1cc(N)n(Cc2cccs2)n1
→ 16.2%	-4.5
85: CC(C)N(Cc1nc(-c2ccccc2)no1)C(=O)C(Cl)(Cl)Cl
→ ?	·
86: N#CCCn1c(-c2nonc2NC(=O)c2ccccc2Cl)nc2ccccc21
→ ?	·
87: CN(CCC#N)C(=O)COc1ccc(Br)cc1Cl
→ ?	·
88: COc1ccc(OC)c2c1cc(C(=O)N[C@@H](C)C(=O)N[C@@H](C(=O)O)c1ccccc1)n2C
→ 22.7%	-28.6
89: Cc1ccc(C)c(Cn2nnc3c(=O)[nH]c(C(=O)NCc4ccco4)nc32)c1
→ 13.8%	-10.9
90: CCCOc1ccccc1N/C(=N/c1nc(C)cc(C)n1)NC(=O)COc1ccc(OC)cc1
→ ?	·
91: CC(=O)OCCNc1cc(Sc2nc3ccccc3[nH]2)c2nonc2c1[N+](=O)[O-]
→ ?	·
92: Nc1cc(=O)[nH]c(SCc2ccc(Cl)cc2Cl)n1
→ 6.3%	3.0
93: CCOc1ccc2c(c1)ncn2Cc1ccccc1
→ 3.6%	7.3
94: COc1cc2c(cc1OC)C(COc1ccc3c(C)cc(=O)oc3c1)N(C(=O)c1ccco1)CC2 (stereo unspecified)
→ 6.7%	10.5
95: CCN(c1ccccc1)S(=O)(=O)c1ccc(Cl)c(NC(=O)CSc2nnc(C)s2)c1
→ i	-13.1
96: O=C1NC(=S)N/C1=C\c1ccc(N2CCOCC2)cc1
→ -7.8%	·
97: COc1cccc(-c2noc(-c3cccs3)n2)c1
→ ?	·
98: c1cncc(-c2ccnc3ncnn23)c1
→ -1.7%	-10.4
99: Cc1cc(C)nc(NC(=O)c2ccc(C)o2)n1
→ ?	·
100: CS(=O)(=O)Nc1ccc2c(c1)C(=O)OC2
→ ?	·
101: Cc1ccc(NC(=O)COC(=O)Cc2c[nH]c3ccccc23)cc1F
→ ?	·
102: COc1ccc(CCNc2ncnc3cc(OC)c(OC)cc23)cc1OC
→ ?	·
103: NS(=O)(=O)c1ccc(NC(=O)COC(=O)c2ccco2)cc1
→ ?	·
104: Cc1ccc(N2C(=O)CC(N(O)C3CC(=O)N(c4ccc(C)cc4)C3=O)C2=O)cc1 (stereo unspecified)
→ ?	·
105: CCc1nc(SCC(=O)NNC(=O)C2CCCCC2)c2ccccc2n1
→ 14.7%	-4.6
106: O=c1c2ccc(Cl)cc2[nH]c(=S)n1CCCN1CCOCC1
→ ?	·
107: COc1ccc(S(=O)(=O)N2CCCCCC2)cc1C(=O)NCc1ccccc1Cl
→ ?	·
108: COc1cc(C)c(C)cc1S(=O)(=O)N1CCCCC1c1cccnc1 (stereo unspecified)
→ 6.6%	0.5
109: O=C(Nc1cccc(O)c1)c1ccccc1
→ i	·
110: COc1ccccc1/C=C/C1(C(=O)NC2CCCC2)CC(=O)N1c1ccccc1 (stereo unspecified)
→ i	-19.4
111: CCOc1ccccc1CNC(=O)Cn1ccc2cc(S(=O)(=O)N3CCC(C)CC3)ccc21
→ i	-14.0
112: Cc1ccc(Cl)cc1Nc1nc(-c2sc(NC(=O)C(C)(C)C)nc2C)cs1
→ ?	·
113: O=C(COC(=O)c1cccc(S(=O)(=O)N2CCOCC2)c1)Nc1ccc2c(c1)OCO2
→ -0.8%	0.5
114: COc1ccc(Nc2nc(-c3cccs3)cs2)cc1
→ -0.9%	-11.8
115: CCOc1ccc(-c2c(C(=O)N/N=C/c3ccccc3)nnn2-c2nonc2N)cc1
→ ?	·
116: Cc1cnc(NC(=O)Cn2cnc3c2c(=O)n(C)c(=O)n3C)s1
→ -4.8%	-5.9
117: Cc1cc(C)c(S(=O)(=O)NCCSCc2ccco2)c(C)c1
→ ?	·
118: COc1ccc(OCCOC(=O)CN2C(=O)NC3(CCCC3)C2=O)cc1
→ ?	·
